FAS-TE inh – FAS thioesterase domain inhibitors, primary screen, biochemical, fluorescence intensity, uHTS; recombinant FAS-TE, OMFH fluorogenic substrate, fluorescence endpoint; inhibition, % at 15 µM; hit rate 0.67% among 360,000;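 active = compounds whose normalised, plate-corrected inhibition of enzyme fluorescence in the single-dose primary screen is 50% or more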;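 also: 0% = DMSO with enzyme and 100% = substrate without enzyme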
MsrA inh – bovine MsrA enzyme inhibitors, primary screen, biochemical, absorbance, HTS | Methionine sulfoxide reductase A (Bos taurus) | hit rate 0.75% among 360,000 | AID 651718, 2012 | inhibition, % at 15.5 µM | purified bovine MsrA, absorbance read-out; in the data active = inhibition above about 4.5%;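 also: 0% = vehicle wells with enzyme and 100% = reference inhibitor wells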
Neddylation inh – inhibitors of cullin neddylation, primary screen, biochemical, TR-FRET, uHTS, NAE and Ubc12; calls only at 25 µM; hit rate 0.58% among 360,000; AID 651699, 2012; NEDD8-conjugating enzyme Ubc12 (Homo sapiens) + NEDD8-activating enzyme E1 regulatory …; in the data active = inhibition above about 36%
eLon inh – inhibitors of E. coli Lon protease, primary screen, biochemical, fluorescence polarization. purified E. coli Lon protease. inhibition, % at 7.94 µM. hit rate 0.42% among 360,000. AID 602123, 2011; in the data active = inhibition above about 13%, passing the limit was not always enough;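 also: 0% = enzyme with probe and DMSO and 100% = no enzyme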
MsrA act – bovine MsrA enzyme activators, primary screen, biochemical, absorbance, HTS; Methionine sulfoxide reductase A (Bos taurus); purified bovine MsrA, absorbance read-out; activation, % at 10.6 µM; hit rate 0.3% among 360,000; AID 602163, 2012; in the data active = activation above about 7.5%;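 also: 0% = vehicle and 100% = reference activator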
MT1-MMP act inh – blockers of MT1-MMP proenzyme processing, primary screen, HT1080 RFP-PRO-GFP cells, GFP/RFP fluorescence | GFP/RFP ratio fluorescence, overnight; percent of plate control window, DMSO zero | GFP/RFP ratio change, % at 20 µM | hit rate 0.061% among 360,000 | AID 651647, 2012;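 active = GFP/RFP ratio change of at least 30% with cell ATP level not reduced by more than half and red fluorescence within 50% of control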; also: strong numbers were not always called active
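Material: RFP-PRO-GFP reporter HT1080 cells. Dosing: single-point 20 µM compound, 1% DMSO. Controls: DMSO and RFP-L50D-GFP cell wells. Timing: cells overnight before dosing, compound overnight, 37 °C, 5% CO2. Measure: GFP/RFP fluorescence ratio.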
SKN-1 block – suppressors of acrylamide-induced Pgst-4::GFP reporter in worms, primary screen, SKN-1 inhibitor project, whole organism, uHTS, GFP/RFP fluorescence ratio, strain VP596; hit rate 0.49% among 360,000; inhibition, % at 21.8 µM; C. elegans VP596 Pgst-4::GFP/RFP ratio, 24 h;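 active = interference check ratio from 0.5 to 1.5 plus GFP to RFP signal ratio inhibition reaching or exceeding a fixed threshold, cut at about 30% in these data, passing the limit was not always enough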; also: some compounds called inactive have numbers as strong as hits
NRP1-CendR mod – modulators of CendR peptide binding to NRP-1, primary screen, biochemical, fluorescence polarization, uHTS; Neuropilin-1 (Homo sapiens), O14786; FAM-RPARPAR peptide binding to NRP-1; inhibition, % at 25 µM; hit rate 0.85% among 360,000;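 active = inhibition or corrected inhibition above about 18%, plus a signal ratio from 0.5 to 1.5, limit read from the data, passing the limit was not always enough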; also: strong numbers were not always called active
Target sequence (O14786 whole entry, looked up): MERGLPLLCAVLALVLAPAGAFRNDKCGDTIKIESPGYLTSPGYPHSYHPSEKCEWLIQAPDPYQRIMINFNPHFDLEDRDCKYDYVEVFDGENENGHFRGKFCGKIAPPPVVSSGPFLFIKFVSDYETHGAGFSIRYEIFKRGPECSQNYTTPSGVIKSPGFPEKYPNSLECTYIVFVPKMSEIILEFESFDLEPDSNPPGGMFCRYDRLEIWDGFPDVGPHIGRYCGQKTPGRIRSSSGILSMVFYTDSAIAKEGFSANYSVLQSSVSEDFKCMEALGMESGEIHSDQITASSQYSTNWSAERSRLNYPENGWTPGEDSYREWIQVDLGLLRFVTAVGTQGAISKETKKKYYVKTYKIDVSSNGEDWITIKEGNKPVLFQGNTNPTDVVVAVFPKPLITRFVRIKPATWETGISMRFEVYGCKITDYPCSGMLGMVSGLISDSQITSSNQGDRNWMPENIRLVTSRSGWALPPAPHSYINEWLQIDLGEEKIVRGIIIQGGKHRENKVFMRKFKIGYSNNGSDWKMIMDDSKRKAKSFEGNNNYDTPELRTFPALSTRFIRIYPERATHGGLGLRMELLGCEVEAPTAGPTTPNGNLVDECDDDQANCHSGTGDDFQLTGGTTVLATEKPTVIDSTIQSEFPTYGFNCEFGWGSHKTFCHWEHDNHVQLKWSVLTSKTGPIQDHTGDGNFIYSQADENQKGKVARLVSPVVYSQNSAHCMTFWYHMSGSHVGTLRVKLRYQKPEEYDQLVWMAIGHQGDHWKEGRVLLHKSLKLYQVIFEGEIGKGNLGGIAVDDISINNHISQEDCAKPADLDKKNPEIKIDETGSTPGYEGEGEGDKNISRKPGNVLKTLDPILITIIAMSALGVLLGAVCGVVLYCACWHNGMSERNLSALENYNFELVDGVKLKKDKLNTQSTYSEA
Rin1 Abl inh – inhibitors of Rin1-Abl protein binding, primary screen, biochemical, TR-FRET. Tyrosine-protein kinase ABL1 (Homo sapiens) + Ras and Rab interactor 1 (Homo sapiens), …. inhibition, % at 7.35 µM. hit rate 0.4% among 360,000. AID 588664, 2011; in the data active = inhibition above about 5%, passing the limit was not always enough
Starred values were filed as active, the others as inactive; i = inactive; · = not tested or not shown.

Structure	FAS-TE inh	MsrA inh	Neddylation inh	eLon inh	MsrA act	MT1-MMP act inh	SKN-1 block	NRP1-CendR mod	Rin1 Abl inh
CCCCc1cc(=O)oc2c(C)c(OCc3nn[nH]n3)ccc12	47	0.3	i	8	-9	0	-7	-24	-2
Cc1ccc2[nH]cc(CCCN3C(=O)c4ccccc4C3=O)c2c1	38	0.8	i	-1	-3	0	9	4	1
COc1ccc(N2CCN(CC(=O)Nc3ccc(C)cc3)CC2)cc1	-2	-0.3	i	5	-11	1	1	4	-2
CCOc1ccc(NC(=O)CN(C)C(=O)c2cc3c(s2)CCC3)cc1OCC	-5	1.2	i	2	0	5	1	-15	1
CCCCC(=O)Nc1ccc(NC(=O)c2ccc3c(c2)OCO3)cc1OC	0	0.7	i	-4	-2	2	-12	-8	1
CCCC1C(=O)N2C(N(C)C)=Nc3ccc(C)cc3N2C1=O (configuration not stated)	0	0.3	i	6	-2	3	12	6	-7
Cc1ccc(-n2[nH]c(C)c(/C=C3/C=Nc4ccccc43)c2=O)cc1C	-8	-0.1	i	-11	-1	7	-4	16	3
CCCCC(c1nnnn1Cc1ccco1)N1CCN(c2nc3ccccc3s2)CC1 (configuration not stated)	20	0.7	i	-8	-5	-8	14	-1	3
Nc1nnc(SCC(=O)Nc2ccc3c(c2)OCCO3)s1	-8	-0.4	i	-9	-12	3	-1	6	-1
CCCCCC(=O)Nc1ccc(S(=O)(=O)Nc2ccc(Cl)nn2)cc1	-7	2.0	i	0	-10	5	-7	12	-6
COc1ccc(CC(=O)Nc2ccc(N3CCOCC3)cc2)cc1S(=O)(=O)N1CCOCC1	-4	2.2	i	2	-1	-7	3	-2	2
Cc1ccccc1OCC1Cn2c(nc3c2c(=O)n(C)c(=O)n3C)O1 (configuration not stated)	-1	0.3	i	2	-2	2	5	13	2
O=C(c1cc2ccccc2oc1=O)N1CCOCC1	-6	0.4	i	-1	-7	-3	2	21	-5
COc1ccc(N(CC(=O)Nc2nc3ccc(C)cc3s2)S(=O)(=O)c2c(C)nn(C)c2C)cc1	13	3.2	i	-9	-2	-4	8	-5	-3
O=C(CNC(=O)c1ccc(-c2ccccc2)cc1)Nc1ccc(S(=O)(=O)Nc2ncccn2)cc1	-2	-0.2	i	30*	-1	-2	-2	-18	1
O=C(COC(=O)c1cc(Cl)ccc1O)c1ccc2c(c1)OCO2	24	-0.7	i	-1	-2	-3	0	6	2
CCOc1ccc2[nH]cc(S(=O)(=O)c3ccc(C)cc3)c(=O)c2c1	-6	0.7	i	-4	-8	-2	-19	-4	2
CCc1nn(CC(=O)NCCCN(C)C2CCCCC2)c(=O)c2cc3occc3n12	-2	·	i	-7	-2	-2	8	-5	0
CCN(CC(=O)NC(=O)NCc1ccccc1)Cc1nc2ccccc2c(=O)[nH]1	2	0.3	i	3	0	-3	-10	-8	1
Cc1ccc(C)c(OCc2cc(C(=O)N(C)Cc3nccs3)no2)c1	6	1.9	i	3	-1	-3	6	12	-1

Compounds above that contain a Cl atom:
Structure	FAS-TE inh	MsrA inh	Neddylation inh	eLon inh	MsrA act	MT1-MMP act inh	SKN-1 block	NRP1-CendR mod	Rin1 Abl inh
CCCCCC(=O)Nc1ccc(S(=O)(=O)Nc2ccc(Cl)nn2)cc1	-7	2.0	i	0	-10	5	-7	12	-6
O=C(COC(=O)c1cc(Cl)ccc1O)c1ccc2c(c1)OCO2	24	-0.7	i	-1	-2	-3	0	6	2

(continued)
Structure	FAS-TE inh	MsrA inh	Neddylation inh	eLon inh	MsrA act	MT1-MMP act inh	SKN-1 block	NRP1-CendR mod	Rin1 Abl inh
CN(c1nc2ccccc2n2c(-c3ccco3)nnc12)S(=O)(=O)c1ccccc1	-8	-0.7	i	-9	-12	-11	-2	0	-4
Cc1ccc(CN2C(=O)N/C(=C\c3ccc(N4CCOCC4)cc3)C2=O)cc1	-1	0.4	i	-29	-3	-3	6	-13	0
O=C(CCCN1C(=O)/C(=C\c2cccc(Br)c2)SC1=S)Nc1cccnc1	20	-0.7	i	-15	-3	-3	-11	-8	3
CN(C)S(=O)(=O)c1cc(NC(=O)CSc2ncc(C(F)(F)F)cc2Cl)ccc1Cl	35	0.1	i	-5	-4	-2	10	-7	-2
C#CCOCCOCCOCCNc1nc(N2CCN(C(=O)[C@H]([C@@H](C)CC)n3cc(CCC(=O)O)nn3)CC2)nc(N2CCN(C(=O)[C@H](CCCCN)n3cc(CC(C)O)nn3)CC2)n1 (some centres not stated)	-12	0.5	i	-4	-1	2	-24	2	0
Cc1ccc(S(=O)(=O)N(C)C)cc1NC(=O)c1cc(=O)[nH]c2ccccc12	3	0.6	i	2	1	0	5	-11	-4
CCC(C(=O)NC(C)(C)C)n1c(-c2ccccc2)nc2ccccc21 (configuration not stated)	·	-0.3	i	·	·	-2	-17	-4	·
O=C(COc1ccc(S(=O)(=O)NC2CCCC2)cc1)N1CCCCCC1	-4	-0.3	i	-4	-3	6	25	13	0
CCCOc1ccc(N2C(=O)CC(N3CCN(c4ccc([N+](=O)[O-])cc4)CC3)C2=O)cc1 (configuration not stated)	31	1.1	i	5	0	5	2	-8	0
Cc1cccc(NC(=O)Cn2nnc(C(=O)NCc3ccco3)c2N)c1	-9	-0.7	i	8	-8	2	7	-6	3
CCN(CC)c1ncnc2c1ncn2[C@H]1CN(Cc2ccccc2)C[C@@H](COC(C)=O)O1	6	0.3	i	-6	0	1	4	-9	-4
O=C(N/C(=C/c1ccco1)C(=O)N1CCCCCC1)c1cccs1	-1	2.0	i	-9	-15	-17	-22	-46	0
Cc1cccc(NC(=O)C2C(c3ccccc3)C2(Cl)Cl)c1 (configuration not stated)	29	-0.3	i	2	-4	-3	-3	-8	1
Cn1c(=O)c2c(O)c(Cc3ccccc3)c(=O)[nH]c2n(C)c1=O	-5	-0.4	i	8	0	-5	4	-6	6
CCOc1cc(/C=C2\N=C(C)OC2=O)cc(Br)c1OCC(=O)OC	-4	-0.2	i	-2	-4	2	5	-2	4
CCn1c(SCC(=O)NC2CCCc3ccccc32)nnc1-c1ccncc1 (configuration not stated)	-8	-0.5	i	-14	0	4	0	8	0
O=C1C2C(C(=O)N1Cc1ccco1)C1C=CC2C12CC2 (configuration not stated)	-5	1.2	i	-2	-1	1	16	12	-1
O=C(COC(=O)c1ccccc1[N+](=O)[O-])NC(=O)c1ccccc1	14	-0.4	i	1	-5	-1	22	3	-4
CCOC(=O)Nc1ccc2c(CN3CCN(S(=O)(=O)c4ccccc4F)CC3)cc(=O)oc2c1	27	0.6	i	7	-3	-2	3	-6	-1
COc1ccc(-n2cc(C(=O)Nc3cc([N+](=O)[O-])ccc3OC)c3ccccc3c2=O)cc1	55*	1.1	i	2	-7	3	8	0	-3

Continuation:
Structure	FAS-TE inh	MsrA inh	Neddylation inh	eLon inh	MsrA act	MT1-MMP act inh	SKN-1 block	NRP1-CendR mod	Rin1 Abl inh
C=CCNc1nc(C(F)(F)F)nc2c1nnn2Cc1ccccc1Cl	4	-0.7	i	-4	-12	5	-18	3	-4
C[C@H](CO)N1C[C@H](C)[C@@H](CN(C)CC2CCCCC2)Oc2c(NS(=O)(=O)c3ccccc3)cccc2C1=O	2	-1.5	i	7	-10	-2	-1	4	2
O=C(CNC(=O)c1ccc(Cl)cc1)NNC(=O)c1ccc(Br)cc1	-10	-0.8	i	0	2	-1	9	13	3
CC(C)NC(=O)N(C)C[C@H]1Oc2ccc(NC(=O)NC3CCCCC3)cc2C(=O)N([C@H](C)CO)C[C@@H]1C	-13	0.0	i	2	-1	4	7	3	1
O=C1CCc2cc(S(=O)(=O)NCCC(=O)N3CCN(c4cccc(Cl)c4)CC3)ccc2N1	-4	-0.1	i	-12	-7	3	-41	8	4
Cc1nn(-c2ccccc2)c(C)c1/C=N/NC(=O)c1ccc(F)cc1	-3	-0.6	i	1	-3	0	-1	6	0
O=C(Nc1nnc(CSCc2ccc(F)cc2)s1)c1cccc([N+](=O)[O-])c1	35	0.8	i	6	-7	4	1	-9	4
CC(O)(c1cccnc1)c1nc(-c2cccc(C(F)(F)F)c2)cs1 (configuration not stated)	8	-0.7	i	-8	-1	-2	-5	-4	-1
Cc1ccsc1/C=N/NC(=O)c1ccco1	-16	5.6*	i	-9	-4	1	-6	2	1
CCOc1ccc(NC(=O)CSc2nnc(-c3ccco3)n2N)cc1	-3	0.0	i	-7	-1	3	-10	0	1
CCOc1ccc(N2CC(C(=O)NCc3nnnn3-c3ccc(C)c(C)c3)CC2=O)cc1 (configuration not stated)	-5	-0.2	i	-29	-2	2	1	4	5
CCN(CC(=O)Nc1ccc(NC(C)=O)cc1)CC(=O)Nc1ccc(Cl)c(Cl)c1	0	0.3	i	6	-2	1	16	0	2
COc1ccccc1C(=O)COC(=O)CN1C(=O)C2CC=CCC2C1=O (configuration not stated)	-3	0.3	i	2	-7	2	4	-6	-1
C=CCNC(=O)c1cccc(NS(=O)(=O)c2ccc(Cl)cc2)c1	-2	-0.6	i	0	-2	4	6	12	1
O=C(O)Cc1sc(Nc2ccc(F)cc2)nc1-c1cccs1	0	1.2	i	-90	-6	-19	22	-86	-5
O=C(NCC1CCCO1)C1CCCN(S(=O)(=O)c2ccc(Cl)cc2)C1 (configuration not stated)	-5	-0.4	i	-2	3	-3	12	8	2
Cn1c(C(O)c2ccc(Cl)cc2)nc(Cl)c1Cl (configuration not stated)	-4	-1.5	i	2	2	1	-18	-4	0
Cc1ccc(NS(=O)(=O)c2ccccc2[N+](=O)[O-])cc1C	8	0.6	i	0	0	0	2	-3	5
COc1ccc(NC(=O)COc2cc(C)cc(C)c2)cc1S(=O)(=O)N1CCCCC1	22	-0.6	i	9	0	-12	-8	2	2
CN1CCN(c2ccc(NC(=S)NC(=O)c3cccc4c(Br)cccc34)cc2)CC1	-4	0.0	i	-4	-2	6	14	9	-4

Later entries.
Structure	FAS-TE inh	MsrA inh	Neddylation inh	eLon inh	MsrA act	MT1-MMP act inh	SKN-1 block	NRP1-CendR mod	Rin1 Abl inh
CC(=O)c1ccccc1OCCCCN1CCCCC1	-5	-0.4	i	1	-5	2	4	-2	4
CCCC1CC(C(=O)Nc2ccccc2)C(=O)O1 (configuration not stated)	-6	0.0	i	-3	-3	-2	-1	-4	-2
O=C(CCN1C(=O)c2ccccc2C1=O)NCCCn1ccnc1	-6	-0.2	i	4	-3	-3	-3	5	2
Cc1ccccc1N1CCN(Cc2ccc(Br)o2)CC1	9	-0.1	i	3	-2	-4	19	7	0
CCCCc1ccc(CC2S/C(=C(\C#N)C(=O)N3CCOCC3)N(c3ccccc3)C2=O)cc1 (configuration not stated)	16	0.6	i	-8	-1	-153	1	1	2
CCOc1cc(Cl)c(S(=O)(=O)NCc2cccnc2)cc1Cl	1	0.4	i	-14	0	-3	-4	6	2
COC(=O)C1=C(CN2CCN(C)CC2)NC(=O)NC1c1cc(C)ccc1C (configuration not stated)	-9	0.1	i	-8	-3	0	2	0	0
CCC(C)c1ccc(NC(=O)C2CCN(c3ncccn3)CC2)cc1 (configuration not stated)	3	-0.5	i	4	0	-1	2	20	4
